# Screens as filed in PubChem.
# AmpC no deterg = qHTS Inhibitors of AmpC Beta-Lactamase (assay without detergent). P00811. AmpC nitrocefin hydrolysis, absorbance 480 nm, 0.0001% Triton. Potency, µM (top dose mostly 57.1 µM), inactives show at the top dose activity change, negative = inhibition, hits mostly inhibitors. 330,000 compounds, 0.52% hits;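 further: potency means the concentration at half of the fitted maximal effect; plate controls were no compound for no effect and no enzyme for full effect; nearly all actives have a fitted effect of over 20% in size; some results filed as inactive show a strong effect at the top dose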
# Target sequence (P00811 whole entry, looked up): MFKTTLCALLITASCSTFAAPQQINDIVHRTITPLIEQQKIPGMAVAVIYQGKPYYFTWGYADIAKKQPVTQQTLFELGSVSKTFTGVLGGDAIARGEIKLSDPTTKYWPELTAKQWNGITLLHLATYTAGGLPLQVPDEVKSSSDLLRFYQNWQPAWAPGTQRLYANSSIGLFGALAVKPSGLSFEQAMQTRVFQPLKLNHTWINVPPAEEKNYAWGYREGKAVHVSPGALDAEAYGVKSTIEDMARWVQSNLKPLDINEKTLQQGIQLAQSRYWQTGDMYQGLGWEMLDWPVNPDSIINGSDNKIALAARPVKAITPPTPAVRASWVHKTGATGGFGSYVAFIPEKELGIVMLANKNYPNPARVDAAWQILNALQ
#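 20 mM phosphate pH 7.0 + 0.01% (detergent screen) or 0.0001% Triton X-100; 5.3 nM AmpC reagent; cpd preinc 15 min RT; nitrocefin (800 uM stock) to start; A480 q20 s × 4 min; Activity was normalised to no-enzyme and no-compound control wells.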
# Sm TGR inh = qHTS Assay for the Inhibitors of Schistosoma Mansoni Peroxiredoxins; Schistosoma mansoni thioredoxin glutathione reductase (TGR), Q962Y6; purified TGR, DTNB reduction, TNB absorbance 405 nm; Potency, µM (highest dose often 114 µM), inactives show at the top dose activity change, negative = inhibition, actives largely listed as inhibitors; 360,000 compounds, 3% hits; AID 485364, 2010; further: potency means the concentration at half of the fitted maximal effect; nearly all actives have a fitted effect of over 60% in size
#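 Kinetic colorimetric format: TGR-catalysed, NADPH-driven DTNB reduction monitored via TNB absorbance. Enzyme dispensed at 20 nM; compound exposure 15 min at room temperature before reaction start.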
# FBPA Giardia inh = qHTS Assay for Inhibitors of Fructose-1,6-bisphosphate Aldolase from Giardia Lamblia; A8B2U2; purified Giardia FBPA; Potency, µM (series often up to 59.6 µM), for the others: at the highest dose activity, negative = inhibition, most hits filed as inhibitors; 290,000 compounds, 0.71% hits; further: potency means the concentration at half of the fitted maximal effect; nearly all actives have a fitted effect of over 55% in size
# Target sequence (A8B2U2 whole entry, looked up): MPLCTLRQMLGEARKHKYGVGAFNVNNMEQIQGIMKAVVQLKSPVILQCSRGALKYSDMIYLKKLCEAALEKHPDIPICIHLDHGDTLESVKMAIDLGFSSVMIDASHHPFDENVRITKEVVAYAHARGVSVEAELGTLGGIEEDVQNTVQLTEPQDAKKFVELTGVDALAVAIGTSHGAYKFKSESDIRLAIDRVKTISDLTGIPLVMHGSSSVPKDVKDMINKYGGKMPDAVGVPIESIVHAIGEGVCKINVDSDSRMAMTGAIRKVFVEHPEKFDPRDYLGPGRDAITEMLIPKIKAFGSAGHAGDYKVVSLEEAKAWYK
#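 40 nM FBPA preincubated 10 min at RT with compound (up to 57.5 uM final), then substrate plus GAPDH/TPI/NAD/arsenate coupling and diaphorase/resazurin added. Fluorescence read after 20 min at RT, 525/598 nm.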
# AMA1-RON2 inh = qHTS for Inhibitors of AMA1-RON; Towards Development of Antimalarial Drug Lead: Primary Screen; AID 720542, 2013; 360,000 compounds, 0.2% hits; Potency, µM (titrated, usually from 58.2 µM), inactives show at the highest dose activity change, negative = inhibition, hits mostly inhibitors; Plasmodium falciparum AMA1 (3D7) - RON2 peptide interaction; AlphaScreen AMA1-biotinylated RON2 peptide binding;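 further: potency means the concentration at half of the fitted maximal effect; 0% = vehicle wells and -100% = peptide control; nearly all actives have a fitted effect of over 45% in size; some results filed as inactive show a strong effect at the top dose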
#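 AMA1 (3D7) with his tag at 25 nM final met compounds first, then biotinylated RON2 peptide at 25 nM; detection used donor plus acceptor beads, 10 µg/mL apiece, read by AlphaScreen after 30 min at room temperature.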
# HCMV inh = qHTS Assay for inhibitors of the human cytomegalovirus (HCMV) | HFF cells, HCMV-luciferase reporter, 72 h; active compounds read low | activity change, negative = inhibition, % at 57.5 µM | 410,000 compounds, 4.5% hits; in the data active means activity change below about -60%; inconclusive means no clear call, values can overlap the other calls; inactive means above about -39%
#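 Cell-based, HFFs, 1000 cells/well, 16 h 37C; cpds in DMSO + HCMV-luc, MOI 1 PFU/cell; 72 h 37C; OneGlo luminescence after 5 min RT; norm. to buffer vs Salinomycin 10uM.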
# AmpC detergent = qHTS Inhibitors of AmpC Beta-Lactamase (assay with detergent); P00811; 370,000 compounds, 0.041% hits; AID 485294, 2010; AmpC hydrolysis of nitrocefin, absorbance 480 nm, 0.01% Triton; Potency, µM (doses to about 114 µM), without a hit: at the highest dose activity change, negative = inhibition, most hits filed as inhibitors;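 further: potency means the concentration at half of the fitted maximal effect; 0% = no-compound wells and -100% = no-enzyme wells; nearly all actives have a fitted effect of over 25% in size; some results filed as inactive show a strong effect at the top dose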
#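 20 mM phosphate pH 7.0 + 0.01% (detergent screen) or 0.0001% Triton X-100; 5.3 nM AmpC reagent; cpd preinc 15 min RT; nitrocefin (800 uM stock) to start; A480 q20 s × 4 min; Activity was normalised to no-enzyme and no-compound control wells.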
# Numbers without * were called inactive; ? = inconclusive; . = no result given; [ ] = another dose, or the depositor's remark. Unless noted, the call rests on the fitted dose curve; in most records, active means well fitted curve in the direction sought with a large enough effect; inconclusive means small, poorly fitted or top-dose-only effect, or another doubt; inactive means no such curve, though single readings can be large; an effect the other way counts as inactive or inconclusive. Unless noted, on the % scale 0 is the no-effect control and ±100 the full control effect.
SMILES,AmpC no deterg,Sm TGR inh,FBPA Giardia inh,AMA1-RON2 inh,HCMV inh,AmpC detergent
CC(=O)N/C(=N\c1nc(C)cc(C)n1)Nc1ccc2ccccc2c1,-23.2%,10.4%,-0.5%,-5.6%,-26.7,5.5%
CCOC(=O)c1ccc(NC(=O)c2sc3nc(N4CCOCC4)c4c(c3c2N)CCCC4)cc1,-13.3%,-2.7%,.,13.3%,-21.3,-1.9%
O=C(COc1ccc2ccccc2c1)NN1C(=O)c2ccccc2C1=O,-17.3%,-1.5%,5.2%,28.9%,-17.9,-3.5%
Cc1nc(N2CCN(c3ccccc3)CC2)nc2c1C(=O)CCC2,-27.1%,4.4%,0.7%,-10.3%,?,-4.4%
Cc1cc[n+](C(C)C(=O)c2ccc(-c3ccccc3)cc2)cc1 (stereo unspecified),43.3%,-0.9%,4.2%,2.5%,-102.2*,2.0%
COc1cccc2sc(N3CCN(C(=O)c4cccs4)CC3)nc12,34.8%,0.8%,.,-8.3%,-4.6,0.5%
Cc1[nH]c2ccccc2c1SCCNC(=O)c1ccc(F)cc1,.,8.6%,.,.,-30.4,2.6%
Cc1ccc2nc(-c3cccnc3)oc2c1,-7.3%,10.6%,-2.1%,?,94.4,0.6%
O=C(C1COc2ccccc2O1)N1CCn2c(nc3ccccc32)C1 (stereo unspecified),-7.2%,-5.4%,2.6%,-6.9%,-15.2,-13.0%
O=C(NC1=NCCS1)c1ccc(Cl)cc1,-18.6%,-19.6%,-9.2%,29.9%,217.2,1.4%
COc1ccc(NC(=O)c2cc3c(=O)n(Cc4cccnc4)ccc3nc2C)cc1Cl,.,19.8%,.,.,-8.2,26.4%
CCc1nc2c(c(=O)c3ccccc3n2C)c(=O)n1CCc1ccc(OC)cc1,-10.2%,-10.9%,-16.4%,.,.,-7.8%
O=C1NN=C(c2ccccc2)CC1c1ccc(Cl)cc1Cl (stereo unspecified),-10.7%,6.8%,-0.2%,3.4%,-21.8,5.6%
CN(C)S(=O)(=O)c1ccc(N)c([N+](=O)[O-])c1,-9.1%,-12.5%,1.2%,3.2%,-24.8,-12.4%
Cc1nc(NC(=O)c2cccc(Cl)c2)sc1-c1csc(Nc2cccc(Cl)c2)n1,?,3.5%,2.3%,.,.,-2.7%
COC(Cc1n[nH]c(=S)n1-c1ccc(Cl)cc1)OC,-16.7%,?,-28.1%,13.5%,2.0,-11.5%
CC(=O)N1CC(C)Sc2ccc(S(=O)(=O)NC3CCCCC3C)cc21 (stereo unspecified),43.7%,-8.5%,-1.4%,11.6%,?,-11.1%
C/C(=N\O)c1c(O)cc(-c2ccccc2)n(-c2ccccc2)c1=O,-19.8%,4.9%,-22.8%,46.4%[activator],15.1,-5.3%
COc1ccc(-c2cc(=O)c3ccccc3n2C)cc1,-18.8%,-12.0%,-8.1%,6.9%,?,?
N#Cc1ccc(OCCOCCNC2CCCC2)cc1,-16.5%,5.5%,-20.0%,26.1%,?,10.9%
Cc1ccccc1CNC(=O)Cn1ccc2cc(S(=O)(=O)N3CCCCCC3)ccc21,-31.1%,-26.6%,10.9%,-6.5%,?,4.3%
COc1ccccc1NC(=O)C(C)N(C)CC(=O)Nc1cccc2ccccc12 (stereo unspecified),12.1%,.,.,59.8%[activator],32.3,.
Cc1ccc(C)c(-n2ccnc2SCC(=O)c2c(N)n(C3CC3)c(=O)[nH]c2=O)c1,-6.9%,-5.0%,.,0.0%,1.1,5.6%
CN(CC(=O)Nc1ccccc1Cl)C(=O)COC(=O)c1ccc([N+](=O)[O-])cc1Cl,-20.8%,6.0%,.,-2.3%,9.8,-8.9%
COc1ccc(C(=O)OC/C(O)=C(\C#N)c2nc3ccccc3[nH]2)cc1S(=O)(=O)N1CCOCC1,59.0%,-7.3%,-0.2%,19.1%[11.6 µM],2.2,-3.8%

# The list continues.
SMILES,AmpC no deterg,Sm TGR inh,FBPA Giardia inh,AMA1-RON2 inh,HCMV inh,AmpC detergent
CN1/C(=C\C=N\NC(=O)c2ccccc2Br)C(C)(C)c2ccccc21,-19.7%,2.0%,-12.7%,43.1%[activator],-0.7,0.1%
FC(F)(F)c1ccc(NCc2ccccn2)nc1,1.4%,-23.9%,0.2%,3.7%,-28.4,-22.9%
N#Cc1ccc(NC(=O)Nc2cccc(C#N)c2)cc1,-49.6%,-23.4%,0.6%,5.8%,-39.8,-8.4%
COc1ccc(CCC(=O)NCc2cn3ccccc3n2)cc1,-0.4%,-1.5%,2.5%,16.3%,?,6.4%
Cc1[nH]c2ccccc2c1C(=O)COC(=O)c1c(-c2c(F)cccc2Cl)noc1C,-13.7%,-10.8%,-2.7%,6.3%,-71.0*,-3.3%
CCCCOC(=O)C1[C@H]2C(=O)N(Cc3cccs3)C[C@]23C=C[C@H]1O3 (stereo partly specified),75.8%[activator],-8.3%[11.4 µM],1.1%,-1.8%,-6.4,-2.4%
COc1cccc(-n2nnnc2SCC(=O)Nc2nc3c(s2)CCCC3)c1,-36.2%,-7.9%,1.8%,12.4%,-39.9,?
Cc1ccc(S(=O)(=O)Nc2ccc3cn[nH]c3c2)cc1C,-48.0%,.,.,-3.5%,11.9,.
CCN1CCN(S(=O)(=O)c2ccc(Cl)c(C(=O)Nc3cc(Cl)ccc3N3CCOCC3)c2)CC1,212.9%[activator],-28.1%,.,-11.9%,25.1,-3.4%
CCCCn1c(=N)n(CC(O)COc2ccccc2)c2ccccc21 (stereo unspecified),25.6%,0.0%,-3.8%,4.6%,14.0,-3.5%
Cc1ccc(NC(=O)CSC(C)C(=O)OCC(=O)N2CCN(C(=O)c3ccco3)CC2)cc1 (stereo unspecified),-20.0%,50.1µM*,.,-6.7%,-21.8,-10.1%
CC(NS(=O)(=O)c1ccccc1)c1n[nH]c(=S)n1-c1ccccc1 (stereo unspecified),0.0%,-26.5%,-27.2%,18.0%,0.0,1.3%
COC(=O)c1ccc(S(=O)(=O)c2ccc(C(=O)OC)s2)s1,53.9%,5.7%,-3.0%,8.2%,23.7,-14.8%
CCC1Oc2ccc(C)cc2N(CC(=O)N(Cc2cccnc2)Cc2cccc(F)c2)C1=O (stereo unspecified),128.3%[activator],-9.7%,8.3%,25.4%,-35.6,-7.9%
O=c1c2[nH]cnc2n(-c2cccc(Br)c2)c(=O)n1Cc1ccccc1,-9.3%,2.9%,?,0.0%,-34.2,0.5%
Cc1cccc(C)c1NC(=O)C(C)N1CCCCC1 (stereo unspecified),-9.8%,-14.8%,2.5%,-3.0%,22.4,-0.2%
CC1CN(C(=O)Cn2cc(SCC(=O)N3CCOCC3)c3ccccc32)CC(C)O1 (stereo unspecified),49.9%,-1.7%,.,-5.3%,-9.3,4.1%
COc1ccc(NC(=O)c2ccc(Br)o2)cc1,20.2%,0.6%,-27.6%[89.2 µM],-3.8%,41.2,6.8%
CCc1nnc(NC(=O)CSc2nc(-c3ccccc3)cc(-c3ccc(OC)cc3)c2C#N)s1,-13.4%,-8.9%,3.2%,3.2%[11.6 µM],7.4,-11.2%
O=C(c1ccccc1Cl)N(Cc1ccccc1F)N1C(=O)CCCC1=O,0.0%,-7.3%,2.1%,3.4%,-35.5,?
CN(C)S(=O)(=O)c1ccc(C(=O)Nc2nnc(SCc3cccc4ccccc34)s2)cc1,-48.4%,-0.4%,2.8%,0.0%,19.0,0.6%
CC(=O)Nc1cccc2c1C(=O)N(c1ccccc1OC(C)=O)C2=O,-17.5%,0.0%,-5.3%,0.0%,-3.4,5.0%
Cc1cc(C)nc(SCC(=O)c2ccc([N+](=O)[O-])cc2)n1,-13.4%,-23.4%,10.9%,-3.1%,-35.6,-2.6%
Cc1c(Cl)c([N+](=O)[O-])nn1CC(=O)N1CCCC1,5.1%,-12.7%,6.3%,-1.3%,-9.9,-13.5%
CCc1nn(CC(=O)N2CCN(c3cccc(OC)c3)CC2)c(=O)c2cc3occc3n12,.,2.2%,.,.,-3.1,24.0%

# The results go on.
SMILES,AmpC no deterg,Sm TGR inh,FBPA Giardia inh,AMA1-RON2 inh,HCMV inh,AmpC detergent
O=C(O)c1ccc(Cl)c(S(=O)(=O)Nc2ccc(S(=O)(=O)N3CCCC3)cc2)c1,-16.9%,.,.,1.7%,31.3,.
Cc1ccccc1N1CCN(CC(=O)Nc2nccs2)CC1,-20.6%,0.0%,11.2µM*,25.2%,-16.8,-12.8%
CC1(C)CC[C@]2(C(=O)O)CC[C@]3(C)C(=CC[C@@H]4[C@@]5(C)CC[C@H](O)C(C)(C)[C@@H]5CC[C@]43C)[C@@H]2C1,9.6%,13.2%,12.1%,-5.6%,13.2,-2.1%
O=C(N=C1SC2CS(=O)(=O)CC2N1Cc1ccc(F)cc1)C1CC1 (stereo unspecified),-10.7%,-23.9%,5.6%,-0.6%,-8.5,?
CCCCOc1ccc(C(=O)N=c2sccn2C)cc1OC,34.6%,1.4%,.,-13.1%,78.6,3.8%
Cc1cnc(NC(=O)Cc2ccc(Br)cc2)s1,-11.3%,-6.6%,3.8%,-3.9%,34.7,-4.2%
CCCn1c(=N)n(CCOc2ccc(OC)cc2)c2ccccc21,12.7%,0.0%,2.1%,-16.8%,-39.2,?
C/C(=N/N=C/c1ccccc1O)c1ccccc1O,-21.1%,15.6%,3.7%,51.7%[activator],44.8,-11.0%
COc1cc(NC(=O)COC(=O)Cn2cnc3c2c(=O)n(C)c(=O)n3C)cc(OC)c1,-15.9%,-2.7%,.,-7.4%,-25.2,?
OCCN(CC#CC(O)(c1ccccc1)C1CCCC1)CCO (stereo unspecified),6.7%,0.0%,-0.8%,4.0%,5.8,?
O=C(CO)N/N=C/c1cccc(Cl)c1Cl,-22.2%,-15.4%,2.5%,-2.6%,-9.2,-16.2%
CN(C)C(=O)/C(=C/c1cn(-c2ccccc2)nc1-c1cccc([N+](=O)[O-])c1)NC(=O)c1ccccc1,-15.0%,-9.8%,-13.6%,-8.0%,58.8,-11.3%
O=C(O)CC12CC3CC(C1)CC(n1ncc(NCc4ccc(F)cc4Cl)c(Cl)c1=O)(C3)C2,-27.6%,-20.4%,-1.3%,-2.2%,-35.6,4.7%

# Compounds above containing a COOH group, in the order listed:
SMILES,AmpC no deterg,Sm TGR inh,FBPA Giardia inh,AMA1-RON2 inh,HCMV inh,AmpC detergent
O=C(O)c1ccc(Cl)c(S(=O)(=O)Nc2ccc(S(=O)(=O)N3CCCC3)cc2)c1,-16.9%,.,.,1.7%,31.3,.
CC1(C)CC[C@]2(C(=O)O)CC[C@]3(C)C(=CC[C@@H]4[C@@]5(C)CC[C@H](O)C(C)(C)[C@@H]5CC[C@]43C)[C@@H]2C1,9.6%,13.2%,12.1%,-5.6%,13.2,-2.1%
O=C(O)CC12CC3CC(C1)CC(n1ncc(NCc4ccc(F)cc4Cl)c(Cl)c1=O)(C3)C2,-27.6%,-20.4%,-1.3%,-2.2%,-35.6,4.7%
